esBAF inh – blocks esBAF chromatin remodeling in mouse ES cells; AID 602393; 350,000 tested, 2% active; Bmi1-luciferase knock-in reporter, 24 h; 100% = twice the neutral-well signal; reporter increase, % at 12.5 µM; in the data active = activation above about 40%; inconclusive = no clear call, values can overlap the other calls;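 note: 0% = median of the plate's neutral control wells and 100% = double that signal; a rise in the Bmi1 reporter signal indicates esBAF inhibition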
E-selectin induc – induces E-selectin expression in human endothelial cells | 260,000 tested, 0.37% active | AID 686992 | activation, % at 7.58 µM | P16581 | HUVEC E-selectin immunofluorescence imaging; normalized: neutral wells 0, TNF-alpha wells 100;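 active = mean E-selectin-positive cell signal at least 10% of the positive control, reached in at least 60% of replicates, without over 20% cell loss; inconclusive = no rule given, readout overlaps actives, possibly toxicity-flagged; inactive = the rest, including those meeting only one limit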;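 note: in these data hits start at about 27%; measured in HUVEC primary endothelial cells; signal is the percent of cells scored E-selectin positive by PE staining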
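Test system: HUVEC | Signal: Immunofluorescence imaging | Read-out: Percent E-selectin-positive cells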
ERAP1 HTS inh – inhibitors of human ERAP1 aminopeptidase. 340,000 tested, 0.15% active. inhibition, % at 10.7 µM. recombinant ERAP1, Leu-AMC fluorescence, 60 min. Q9NZ08;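 active = mean replicate inhibition of at least 30%, or all replicates individually reaching that 30% level; inactive = mean below 30% and not every replicate reaching it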;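 note: 0% = neutral control wells and 100% = L-leucinethiol positive control wells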
ERp5 inh – inhibitors of human ERp5. inhibition, % at 9.99 µM. AID 651711. Q15084. 350,000 tested, 0.05% active. ERp5 insulin aggregation, absorbance 650 nm, 90 min;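 active = mean replicate inhibition above about 25%, with every replicate also reaching it, limit read from the data, passing the limit was not always enough; inconclusive = only one of those two criteria met; inactive = neither criterion met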
Target sequence (Q15084 whole entry, looked up): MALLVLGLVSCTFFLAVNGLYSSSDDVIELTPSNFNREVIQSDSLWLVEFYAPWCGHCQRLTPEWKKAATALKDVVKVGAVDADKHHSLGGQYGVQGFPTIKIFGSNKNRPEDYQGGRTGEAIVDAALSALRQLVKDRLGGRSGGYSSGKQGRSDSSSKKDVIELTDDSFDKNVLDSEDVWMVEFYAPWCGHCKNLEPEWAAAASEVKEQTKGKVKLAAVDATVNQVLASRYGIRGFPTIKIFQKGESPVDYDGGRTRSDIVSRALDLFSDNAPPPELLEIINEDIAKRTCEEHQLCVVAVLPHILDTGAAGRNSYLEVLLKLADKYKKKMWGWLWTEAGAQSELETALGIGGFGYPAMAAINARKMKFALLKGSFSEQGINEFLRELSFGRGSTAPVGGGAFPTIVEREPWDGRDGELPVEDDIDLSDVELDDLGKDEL
S100A4 MyoIIA – inhibitors of human S100A4 binding to myosin IIA peptide | P26447 | 360,000 tested, 0.14% active | S100A4/TAMRA-MyoIIA peptide fluorescence polarization | inhibition, % at 10.7 µM;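 active = mean inhibition of at least 70% across replicates, with every replicate also reaching that level; inconclusive = mean inhibition reaches 70% but some replicates fall short; inactive = mean inhibition below 70%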
Target sequence (P26447 whole entry, looked up): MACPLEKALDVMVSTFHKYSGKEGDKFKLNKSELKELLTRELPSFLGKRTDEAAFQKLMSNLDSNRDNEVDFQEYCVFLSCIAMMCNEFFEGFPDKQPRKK
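assay system = human S100A4 monomer with TAMRA-labelled myosin IIA peptide | also added = labelled myosin peptide probe, 5 nM | incubation = 5 min between mix addition and reading | control set = DMSO and TFP controls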
RAD52 inh – blocks human RAD52 DNA annealing; inhibition, % at 18.7 µM; recombinant RAD52 DNA annealing, FRET fluorescence; 360,000 tested, 0.46% active;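 active = every replicate showing at least 50% inhibition; inconclusive = mean inhibition at least 50% but not in every replicate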
Target sequence (P43351 whole entry, looked up): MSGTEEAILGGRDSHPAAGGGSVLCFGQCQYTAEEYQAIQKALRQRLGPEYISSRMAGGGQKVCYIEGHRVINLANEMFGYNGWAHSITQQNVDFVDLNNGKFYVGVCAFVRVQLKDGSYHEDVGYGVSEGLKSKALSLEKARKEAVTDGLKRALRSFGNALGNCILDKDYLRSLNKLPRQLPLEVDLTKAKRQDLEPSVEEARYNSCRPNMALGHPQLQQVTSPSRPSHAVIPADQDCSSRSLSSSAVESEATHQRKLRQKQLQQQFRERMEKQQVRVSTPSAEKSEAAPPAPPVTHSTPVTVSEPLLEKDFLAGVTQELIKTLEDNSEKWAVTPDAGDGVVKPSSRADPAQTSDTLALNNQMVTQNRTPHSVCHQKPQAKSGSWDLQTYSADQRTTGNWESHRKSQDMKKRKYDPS
RAD54 inh – blocks human RAD54 Holliday junction branch migration; 360,000 tested, 0.14% active; inhibition, % at 10.4 µM; FAM/BHQ fluorescence;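 active = mean normalized replicate activity at least 40 and at least half of replicates scoring 40 or more; inconclusive = only one of the two criteria met; inactive = mean below 40 and under half of replicates reaching 40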;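 note: 0% = median of neutral control wells and 100% = median of positive control wells; inhibitors cause a drop in the FAM fluorescence signal; in these data hits start at about 50%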
Xi reactivation – activators of X-chromosome reactivation in mouse fibroblasts; 360,000 tested, 0.055% active; activation, % at 7.58 µM; XiGFP mouse fibroblasts, % GFP-positive cells imaging, 3 d; cells co-treated with 5-aza-dC sensitizer; scaled so ellipticine positive control = 100%; AID 743238;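 active = mean normalized replicate activation at least 10% and every replicate at or above 10%; inconclusive = only one of the two criteria met; inactive = mean below 10% and not all replicates reach 10%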;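 note: 0% = median of on-plate neutral control wells and 100% = ellipticine 6 µM median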
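System: 68-5-11 XiGFP fibroblast line | Buffer or medium: DMEM containing 5-aza-dC | Compound: Single point | Times: Compounds 3 days, fix/stain 15 min at room temperature | Benchmarks: Positive control ellipticine, 6 µM final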
Numbers without * were called inactive; ? = inconclusive; · = no result given; & = joins results of further samples.

SMILES | esBAF inh | E-selectin induc | ERAP1 HTS inh | ERp5 inh | S100A4 MyoIIA | RAD52 inh | RAD54 inh | Xi reactivation
O=C(C1CC1)N1CC(=O)N2[C@H](CO)[C@@H](c3ccc(C#Cc4cccc(F)c4)cc3)[C@H]2C1 | · | 0.0 | 0 | -4 | -10 | 8 | · | 0.1
CC(C)CN1C2CCCC1CC(NC(=S)NCc1ccco1)C2 (configuration not stated) | · | · | -1 | 4 | -7 | 2 | · | 0.0
CC(C)CCC(CCNCc1ccccn1)c1ccc2c(c1)OCO2 (configuration not stated) | 0 | · | -1 | 2 | -2 | 17 | 1 | 0.5
Cc1ccc(S(=O)(=O)Nc2ccc3c(c2)CC(=O)N([C@H](C)CO)C[C@@H](C)[C@@H](CN(C)C(=O)NC(C)C)O3)cc1 | -4 | -0.3 | -2 | -5 | 8 | 8 | 5 | 0.0
Cc1c(Cl)cccc1NC(=O)c1cc(S(=O)(=O)N2CCOCC2)cn1C | -5 | · | 1 | 5 | -2 | -7 | -1 | -0.1
C=CCn1c(P(C)(=O)O)nc2ccccc21 | 2 | 0.0 | 0 | -10 | 36 | -11 | 3 | 0.6&0.3
CC(C)CC#Cc1cnc2c(c1)C(=O)N([C@H](C)CO)C[C@@H](C)[C@H](CN(C)C(=O)Cc1cccnc1)O2 | 0 | 0.5 | 1 | -7 | -1 | 6 | -6 | -1.3
O=C(CSc1n[nH]c(-c2cccnc2)n1)Nc1ccccc1[N+](=O)[O-] | -3 | 5.8 | 2 | 8 | -12 | -16 | -11 | 0.3
CN(CC(=O)Nc1ccc(F)cc1)c1ccc(S(=O)(=O)N2CCCCC2)cc1[N+](=O)[O-] | -8 | -0.1 | 0 | 0 | -2 | -15 | -4 | 0.0
CCc1ccc(CN(C)Cc2nc(-c3cccc(Cl)c3)no2)nc1 | 9 | -0.4 | -3 | -2 | -13 | -11 | -15 | -0.2
O=C(NCCN1CCN(C(=O)c2ccccc2Cl)CC1)C(=O)NCc1ccccc1 | -5 | -0.3 | 0 | 2 | -1 | -2 | -3 | 0.3
CC(NC(=O)Cc1ccc([N+](=O)[O-])cc1)c1ccc2c(c1)OCO2 (configuration not stated) | · | 2.6 | 2 | 0 | 13 | 1 | · | -0.1
COC(=O)[C@]12C[C@H](CC(=O)NCc3cccc(C(F)(F)F)c3)C(=O)N(CCC3=CCCCC3)C1=C[C@H](C(C)(C)C)O[C@@H]2C | · | -0.4 | -4 | -1 | 1 | -1 | · | -0.1
Cc1ccc2c(Cl)c(C(=O)NC3CC3)sc2c1 | · | 1.0 | 0 | -5 | 16 | -11 | -3 | 0.0
CC[n+]1c(/C=C/c2ccc(OC(C)=O)c(OC)c2)ccc2ccccc21 | 83* | 0.1 | 11 | -6 | -14 | 17 | 8 | 0.0
O=C1C(=O)N(CC2CCCO2)C(c2ccco2)/C1=C(/O)c1ccc(F)cc1 (configuration not stated) | · | 0.2 | -2 | -6 | -21 | -19 | · | 0.0
COC(=O)CCc1c(COC(C)=O)[nH]c(C(=O)OCc2ccccc2)c1C | -7 | -0.4 | 1 | -2 | -2 | -15 | 11 | 0.0
COc1ccc(NC(=O)N(C)C[C@H]2Oc3ccc(NS(=O)(=O)c4ccc(OC)cc4)cc3CC(=O)N([C@H](C)CO)C[C@@H]2C)cc1 | 8 | -0.2 | 3 | 15 | 3 | -17 | 1 | 0.1
Cn1cnc(S(=O)(=O)N2CC[C@@H]3[C@H]2c2cc(C#Cc4cccc(F)c4)ccc2N[C@@H]3CO)c1 | 0 | 2.6 | · | · | · | · | -10 | 0.1
Cc1c(NC(=O)CCC2CCCCC2)cc(C(=O)N2CCOCC2)cc1[N+](=O)[O-] | · | -3.7 | -2 | 0 | 1 | -8 | · | -0.1
COc1cc(C(=O)NCCc2ccc3c(c2)OCO3)cc(OC)c1OC | -5 | 1.0 | -1 | -1 | -2 | -1 | -8 | 0.1
C[C@@H]1CN(C(=O)OC(C)(C)C)CCN1c1ccc(N2CC[C@@H](O)C2)c(C#N)c1 | · | -0.1 | 7 | 3 | -7 | -4 | · | 0.5
COC(=O)[C@H](CC(C)C)NC(=O)Cn1cnc2c(NCc3ccccc3)ncnc21 | -2 | 0.6 | 1 | 4 | 3 | -1 | 11 | -0.3
O=C(CC1CC1)N1CC[C@@H]2[C@H]1c1cc(-c3ccccc3)ccc1N[C@@H]2CO | 0 | 4.4 | 1 | 3 | -7 | -55 | -14 | 0.2
COc1ccccc1NC(=O)CSc1ccc(-c2ccc(-n3cccn3)cc2)nn1 | 34 | · | -7 | 1 | 0 | -9 | -8 | 0.2
COc1ccc(NC(=O)Nc2ccc3c(c2)C(=O)N([C@@H](C)CO)C[C@@H](C)[C@H](CN(C)C(=O)NC(C)C)O3)cc1 | 7 | -0.1 | 0 | 1 | -8 | -12 | 11 | 0.0
O=C1NCC(Nc2ccc(Cl)cc2)C(=O)N1 (configuration not stated) | -3 | 0.1 | -1 | 2 | 0 | -7 | 0 | 0.1
COc1ccc(C(=O)CSc2nnc(-c3ccoc3C)n2CC2CCCO2)cc1 (configuration not stated) | -7 | · | 9 | 3 | -1 | -6 | -3 | ·
[N-]=[N+]=NC[C@H](Cc1ccccc1)N1CC[C@@H](O)CCC1=O | -3 | 1.0 | -1 | -3 | -1 | -17 | -7 | 0.1
O=C(CCC1CCCN(C(=O)c2ccc3c(c2)OCO3)C1)NCc1ccc(F)c(F)c1 (configuration not stated) | · | -0.1 | 1 | -7 | 5 | -7 | · | 0.6
Cc1noc(C)c1S(=O)(=O)N(C)C[C@H]1Oc2ccc(NS(=O)(=O)c3cn(C)cn3)cc2C(=O)N([C@@H](C)CO)C[C@H]1C | -1 | -0.3 | -7 | -5 | -2 | -24 | 0 | 0.0
CC(C)N=C1SC(CC(=O)Nc2ccccc2)C(=O)N1C(C)C (configuration not stated) | 2 | 0.0 | -2 | -4 | 1 | -4 | -2 | 0.2
Cc1cccc(-c2nc(CS(=O)CC(=O)NCCc3ccccc3)c(C)o2)c1 (configuration not stated) | · | 0.6 | -3 | -1 | -1 | -12 | · | 0.0
CC=Cc1ccc2n(c1=O)C[C@H]1[C@H](CO)[C@@H](C(=O)NCC)[C@@H]2N1C(C)=O (mixture of isomers) | 0 | -0.1 | -1 | 6 | -2 | 7 | -9 | 0.0
COc1ccccc1C(OC(=O)c1ccco1)C(=O)NCc1ccc(F)cc1 (configuration not stated) | 1 | · | 5 | 3 | -9 | 2 | 2 | 0.0
COc1ccc(NC(=O)CN(C)C(=O)C(Sc2ccccc2)c2ccccc2)cc1 (configuration not stated) | 3 | · | -2 | 2 | 0 | -21 | 0 | 0.2
O=C(O)CCCNC(=O)c1ccc(NC(=O)Cc2ccc(Cl)cc2)cc1 | · | · | -4 | 3 | -8 | -69 | · | 0.0
CN1C(=O)c2cc(NC(=O)c3cccc(F)c3)ccc2OC[C@@H]2O[C@H](CC(=O)NCC3CCCCC3)CC[C@@H]21 | 15&11 | 0.1&-0.1 | 1&17 | ? | ? | -2&4 | 1&-2 | 0.3&0.0&0.0
Cc1cccc(S(=O)(=O)N2C[C@@H](O)COC[C@H]3O[C@@H](CC(=O)Nc4ccccc4)CC[C@@H]32)c1 | 1 | 0.1 | 0 | 1 | 0 | 0 | -4 | 0.3
COc1cccc(-c2ccc([C@@H]3[C@@H](CO)N(C(=O)c4ccccn4)[C@H]3C#N)cc2)c1 | 4 | -0.1 | -1 | -9 | -10 | -113 | 1 | 0.4
Cc1ccc(NC(=O)Cc2ccc3c(c2)OCCO3)cc1S(=O)(=O)N1CCCCC1 | 6 | 0.5 | · | 1 | -3 | -31 | -2 | -0.2
COc1ccc(C(=O)N2C[C@H]3[C@@H](c4ccccc42)[C@@H](CO)N3Cc2ccccc2Cl)cc1 | -5 | 0.2 | -2 | 0 | -3 | 4 | -1 | -0.1
CCc1noc(C)c1C(=O)N(CC)CC(=O)NCc1ccc(Cl)cc1 | 7 | -2.7 | 1 | -1 | 24 | -5 | 3 | 0.0
COC(=O)C1=C(C)N(C)C(=S)NC1c1ccc(Cl)cc1 (configuration not stated) | -5 | · | 0 | -6 | -16 | 6 | -5 | 0.0
O=C(NCCCN1CCOCC1)C(=O)N/N=C/c1ccc2c(c1)OCO2 | -7 | · | 13 | 1 | 6 | -11 | 4 | 0.2
O=C(CC1SC(N2CCCC2)=NC1=O)Nc1ccc(C(=O)NCc2ccc(F)cc2)cc1 (configuration not stated) | · | · | 3 | 0 | -7 | -9 | 3 | 0.4
COc1ccc(C(C(=O)NCC2CCCO2)N(C(=O)Cn2nnc3ccccc32)c2ccc(NC(C)=O)cc2)cc1OC (configuration not stated) | -3 | · | -2 | 1 | -11 | -3 | -2 | 0.4
CCOc1ccc(CCNC(=O)CCCn2nc(C)c3c(C)n(-c4ccccc4)nc3c2=O)cc1 | 1 | -0.1 | 0 | · | 0 | -4 | 2 | -0.1
CO[C@H]1CN(C)C(=O)c2ccc(NC(=O)c3cccc(F)c3)cc2OC[C@H](C)N(CC2CC2)C[C@@H]1C | 9 | 0.0 | · | · | 14 | 2 | 6 | 0.0
CC(C)CC1NC(=O)N(CC(=O)Nc2cc(S(=O)(=O)N3CCOCC3)ccc2Cl)C1=O (configuration not stated) | 3 | 0.0 | -3 | 4 | -6 | -10 | 7 | 0.0

Following part.
SMILES | esBAF inh | E-selectin induc | ERAP1 HTS inh | ERp5 inh | S100A4 MyoIIA | RAD52 inh | RAD54 inh | Xi reactivation
CCN(CC(=O)Nc1cc(Cl)ccc1C)C(=O)c1ccc2c(=O)n3c(nc2c1)CCC3 | -4 | -0.1 | -1 | 0 | -4 | -5 | -17 | -0.1
O=C(O)CCNS(=O)(=O)c1ccc2c(c1)CCCC2 | 1 | · | -4 | 3 | 0 | -17 | 1 | -0.1
Cn1cnnc1SCC(=O)Nc1ccc(OC(F)F)cc1 | · | 5.1 | · | 4 | -4 | -7 | · | 0.1
COc1ccc(CNC(=O)CN2C(=O)NC(C)(c3ccc(Cl)cc3)C2=O)cc1 (configuration not stated) | -4 | 0.1 | -1 | 4 | -1 | -19 | 4 | -0.1
CSc1sc(C(=O)OC(C)C)c2c1C(=O)CC(C)(C)C2 | · | · | · | 1 | -7 | -8 | -10 | 0.0
